Compound activity: PubChem, several laboratories
CRFR2-BP antag = antagonists of CRF-BP/CRF-R2 complex, primary screen, cell-based, HEK293, calcium dye fluorescence, uHTS | CRF-induced calcium fluorescence | inhibition, % at 11.8 µM | 350,000 tested, 0.59% active | AID 588475, 2011;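 active = inhibition of the ligand-induced calcium signal above about 50% at the single tested concentration, limit read from the data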
IDE cell inh = human IDE inhibitors in live cells, primary screen, fluorescence polarization, HEK cells, FAbetaB substrate; Insulin-degrading enzyme (Homo sapiens), P14735; FAbetaB cleavage; inhibition, % at 5.59 µM; 320,000 tested, 0.41% active; AID 434962, 2010;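 active = percent inhibition above the average of all tested compounds plus 3 SD, set per screening campaign, cut at about 16% in these data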;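 note: IDE supplied by intact live HEK cells; FP after avidin binding of uncleaved biotin substrate so inhibition keeps polarization high; 0% = DMSO wells and 100% = 60 µM reference IDE inhibitor Ii1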
Target sequence (P14735 whole entry, looked up): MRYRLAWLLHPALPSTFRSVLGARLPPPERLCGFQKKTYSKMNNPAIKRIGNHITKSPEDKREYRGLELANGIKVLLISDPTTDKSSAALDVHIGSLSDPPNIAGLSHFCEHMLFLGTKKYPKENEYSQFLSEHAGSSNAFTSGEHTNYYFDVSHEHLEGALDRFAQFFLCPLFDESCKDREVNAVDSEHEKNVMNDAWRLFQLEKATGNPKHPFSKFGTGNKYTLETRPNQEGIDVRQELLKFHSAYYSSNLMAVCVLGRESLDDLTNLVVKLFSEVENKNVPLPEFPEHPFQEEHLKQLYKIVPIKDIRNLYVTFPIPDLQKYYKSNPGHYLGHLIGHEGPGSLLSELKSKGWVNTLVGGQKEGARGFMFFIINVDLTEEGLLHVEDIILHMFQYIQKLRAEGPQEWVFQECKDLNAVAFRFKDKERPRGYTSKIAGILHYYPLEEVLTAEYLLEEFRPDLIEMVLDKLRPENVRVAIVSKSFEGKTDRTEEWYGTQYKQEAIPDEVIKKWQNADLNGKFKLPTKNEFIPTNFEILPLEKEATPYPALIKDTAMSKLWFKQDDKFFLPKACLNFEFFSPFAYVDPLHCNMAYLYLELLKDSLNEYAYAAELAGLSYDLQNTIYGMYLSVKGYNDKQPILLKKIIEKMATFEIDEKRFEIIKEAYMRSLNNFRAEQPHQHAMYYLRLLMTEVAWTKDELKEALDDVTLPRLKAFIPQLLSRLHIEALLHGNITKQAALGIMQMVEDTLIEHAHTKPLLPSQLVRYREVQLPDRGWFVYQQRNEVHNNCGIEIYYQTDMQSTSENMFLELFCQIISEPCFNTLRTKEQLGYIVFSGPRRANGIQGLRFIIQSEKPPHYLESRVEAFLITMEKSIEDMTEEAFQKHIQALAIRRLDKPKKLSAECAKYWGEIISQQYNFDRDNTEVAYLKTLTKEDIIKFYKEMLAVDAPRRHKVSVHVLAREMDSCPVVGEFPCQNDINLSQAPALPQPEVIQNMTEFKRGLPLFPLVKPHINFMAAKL
SUMO HTRF inh = inhibitors of in vitro SUMOylation cascade, primary screen, biochemical, HTRF, uHTS. 290,000 tested, 0.36% active. inhibition, % at 35 µM. HTRF SUMOylation assay, SAE1/SAE2 + UBC9. SUMO-conjugating enzyme UBC9 (Homo sapiens), P63279; in the data active = inhibition above about 50%, passing the limit was not always enough; note: strong numbers were not always called active
IDE cell activ = human IDE activators in live cells, primary screen, fluorescence polarization, HEK cells, FAbeta-B substrate | Insulin-degrading enzyme (Homo sapiens), P14735 | FAbeta-B cleavage; 0% vehicle, 100% cell-free pure enzyme wells | activation, % at 5.96 µM | 340,000 tested, 0.073% active;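 active = activation above the mean of all tested compounds plus 3 SD, set per screening campaign, cut at about 17% in these data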
GalR3 antag = GalR3 antagonists in HEK293 cells, primary screen, cell-based, fluorescence readout; Galanin receptor type 3 (Homo sapiens), O60755; HEK293 GalR3-CNG cAMP membrane potential fluorescence; galR3 body fused to GalR1 C-terminus; inhibition, % at 3 µM; 360,000 tested, 0.44% active; AID 651719, 2012;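 active = inhibition above the screen-wide average plus 3 SD, cut at about 13% in these data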;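 note: forskolin and galanin both at EC90 stimulate the cells; cAMP rise reported by CNG channel membrane potential dye signal; 0% = forskolin plus galanin with DMSO and 100% = forskolin alone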
VIM-2 inh = VIM-2 metallo-beta-lactamase inhibitors, primary screen, biochemical, epi-absorbance readout, Pseudomonas aeruginosa enzyme; inhibition, % at 5.6 µM; 290,000 tested, 0.89% active; purified VIM-2, nitrocefin hydrolysis, epi-absorbance fluorescence;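 active = inhibition above the mean of all tested compounds plus 3 SD, cutoff set per screening run, cut at about 7.5% in these data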;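 note: red hydrolysis product quenches plate fluorescence so inhibitors raise well fluorescence; 0% = enzyme with DMSO and 100% = DMSO without enzyme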
pCIP destab = p/CIP-EGFP fusion destabilizers, primary screen, fluorescence, F442A cells; 16 h; decrease of EGFP signal, % at 10 µM; 290,000 tested, 0.01% active;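 active = EGFP signal decrease of at least 30% at 10 µM or well 3 SD below plate mean, unless failing retest; inactive = the rest, including hits failing retest or dose response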; note: some compounds called inactive have numbers as strong as hits; many of its hits are not listed in these tables
HCV NS3 hel inh = inhibitors of HCV NS3 helicase, primary screen, biochemical, Cy5 molecular beacon fluorescence; NS3 helicase DNA unwinding; Hepatitis C virus NS3 helicase; inhibition, % at 10.9 µM; 290,000 tested, 0.56% active;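 active = inhibition above the mean of all tested compounds plus 3 SD, set per campaign, cut at about 35% in these data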;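 note: 0% = DMSO wells and 100% = thioflavine S control wells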
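Assay system – hepatitis C virus NS3 helicase domain fragment enzyme · Buffer or medium – MOPS pH 6.5, MgCl2, DTT, Tween20, BSA · Reagent – Cy5/quencher beacon DNA duplex and ATP to start · Compound – single 10.9 µM dose · Timing – 1 h at 25 °C · Technique – Cy5 beacon fluorescence read at start and 1 h · Measure – % inhibition of unwinding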
IMP-1 inh = IMP-1 metallo-beta-lactamase inhibitors, primary screen, biochemical, epi-absorbance readout, Pseudomonas aeruginosa enzyme | AID 1556, 2009 | inhibition, % at 5.6 µM | 290,000 tested, 0.45% active | purified IMP-1, nitrocefin hydrolysis, epi-absorbance fluorescence | metallo-beta-lactamase IMP-1 (Pseudomonas aeruginosa);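 active = inhibition above the mean plus 3 SD of all compounds in the same screening run, cut at about 4.5% in these data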;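 note: 0% = IMP-1 with DMSO and 100% = DMSO wells lacking enzyme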
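System: Purified recombinant IMP-1 metallo-beta-lactamase enzyme | Measured by: Fluorescence quenching readout, ex 480/em 530 nm | Replication: Singlicate | Incubation: 15 min preincubation plus 25 min reaction at 25 °C | Evaluation: Percent inhibition from optical density relative to buffer-blank wells | Benchmarks: DMSO with and without IMP-1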
* hit, by the source's call; x = not tested or not shown.

CRFR2-BP antag | IDE cell inh | SUMO HTRF inh | IDE cell activ | GalR3 antag | VIM-2 inh | pCIP destab | HCV NS3 hel inh | IMP-1 inh | Compound
-9 | 0 | -1 | -3 | -4 | 0.3 | -2 | -2 | 0.1 | COc1ccc(OC)c(C2=NOC(C(=O)Nc3ccccc3SC)C2)c1 (stereo unspecified)
9 | 4 | -8 | 5 | -1 | 1.2 | -5 | -12 | 0.1 | COc1ccc(CNc2nc(NCc3ccc(OC)cc3)n(C(=O)c3ccccc3[N+](=O)[O-])n2)cc1
2 | 6 | -1 | -6 | -5 | -2.0 | -10 | 2 | -3.8 | Cc1ccc(NCc2nnc(SCC(=O)N3CCc4ccccc43)n2C)cc1
20 | 6 | -14 | -4 | -12 | -6.5 | -8 | 8 | -3.4 | Cc1ccccc1OCc1n[nH]c(=S)n1-c1cccc(Cl)c1
-3 | 2 | x | -1 | -9 | x | x | x | x | CC1(C)C[C@H]2C3=CCC4[C@@]5(C)CC[C@H](O)[C@](C)(CO)C5CC[C@@]4(C)[C@]3(C)CC[C@@]2(C)[C@H](O)[C@@H]1O (stereo partly specified)
2 | 0 | 16 | 6 | -3 | -0.4 | -7 | 0 | 1.8 | O=C(CCl)c1ccc2[nH]c(=O)oc2c1
-4 | 2 | 4 | 1 | -9 | 0.0 | -6 | -11 | -1.2 | Cc1ccc(OCC(=O)Nc2ccc3oc(=O)ccc3c2)c(C)c1
-15 | 0 | x | 2 | -5 | x | x | x | x | Cc1cc(NC(=O)C(C)SCC(=O)Nc2ccccc2N2CCCCC2)no1 (stereo unspecified)
-13 | 0 | 5 | -1 | 0 | -1.1 | -6 | -13 | -3.2 | CC(C)(C)NC(=O)CCCSc1nc2ccccc2s1
-10 | 1 | 16 | -2 | -14 | -1.2 | -15 | -19 | -2.8 | Cn1c2c(c3ccccc31)CCN1CCC[C@]21c1ccccc1
-19 | -3 | 33 | 0 | -5 | 0.5 | 8 | 3 | -1.6 | COc1ccc(Cn2c(N)c(C#N)c3nc4ccccc4nc32)cc1
12 | x | 2 | 2 | -2 | -1.3 | -9 | 3 | -2.0 | CN(C)CCCNC(=O)c1ccc(/C=N/O)nc1
-21 | 5 | -19 | 2 | -9 | -1.3 | -4 | 3 | -5.0 | Cc1ccc(N2CCN(c3ncccc3[N+](=O)[O-])CC2)c(C)c1
-5 | 6 | -10 | 6 | -3 | 1.4 | 4 | 6 | 0.9 | O=C(O)c1ccc(S(=O)(=O)c2ccc3c(c2)C(=O)N(CC2CCCO2)C3=O)cc1 (stereo unspecified)
0 | -4 | 4 | 4 | -2 | 0.9 | -10 | 13 | 0.8 | COCCNC(C)C(=O)C12CC3CC(CC(C3)C1)C2 (stereo unspecified)
-10 | -5 | -11 | -3 | -3 | 0.6 | -14 | -1 | -0.6 | C=CCn1c(-c2ccc(S(=O)(=O)N3CCOCC3)cc2)csc1=Nc1ccccc1
7 | 0 | x | -4 | -4 | x | x | x | x | Cc1ccc(C(=O)NCC(c2ccco2)N2CCc3ccccc32)cc1C (stereo unspecified)
1 | -3 | 23 | 1 | -3 | -4.6 | -6 | 26 | -4.5 | O=C(N/N=C/c1cc(Br)c(Br)o1)C(O)c1ccccc1 (stereo unspecified)
7 | 2 | 13 | 0 | -13 | -2.5 | -18 | -7 | -4.5 | S=C(NC1CCCCC1)N1CCc2ccccc2C1
-5 | 6 | -20 | -1 | -5 | -4.6 | 6 | 7 | -4.6 | CCc1ccccc1NC1Nc2cc(C)nn2S1 (stereo unspecified)
10 | 0 | 17 | 6 | -3 | 0.6 | -10 | -1 | -0.4 | CCN(CC(=O)Nc1ccc2c(c1)OCCO2)S(=O)(=O)c1ccccc1
5 | 0 | x | -3 | 4 | x | x | x | x | O=C(CN1CCN(C(=O)c2cncn2-c2ccccc2)CC1)Nc1ccccc1Cl
-11 | -9 | -3 | 2 | -3 | -0.5 | -6 | -3 | -3.4 | CC(C)(C)NS(=O)(=O)c1ccc2nc(NC(=O)c3ccc(N4C(=O)CCC4=O)cc3)sc2c1
16 | 10 | 8 | x | -2 | -3.3 | -6 | -9 | -3.1 | CN(C)C(=O)N(CCCN1CCOCC1)Cc1cccc2ccccc12
5 | -5 | x | 2 | -5 | x | x | x | x | COc1ccccc1NS(=O)(=O)c1cc(C(=O)NCc2ccncc2)ccc1C
-35 | x | 27 | -128 | -3 | -1.0 | -104 | -18 | -2.2 | CC1=Nc2ccccc2/C1=C/c1sc(=S)n(-c2cccc(C(=O)O)c2)c1O
4 | 4 | 4 | -1 | -4 | -2.4 | -10 | 1 | -2.1 | Cc1scc(C(=O)N/N=C/c2ccco2)c1C
-2 | -2 | 8 | 5 | -5 | -2.0 | 10 | 3 | -2.6 | Cc1cc(C(=O)Nc2c(C)nn(Cc3ccc(Cl)cc3)c2C)no1
4 | 0 | 12 | -5 | -6 | -3.4 | -7 | 3 | -1.2 | CCOCC(=O)Nc1ccccc1C(=O)O
-23 | 10 | -2 | 2 | -4 | -1.7 | -11 | -3 | -0.6 | CCOC(=O)c1c(C)oc2c1c(C(c1ccccc1)N1CCOCC1)c(O)c1ccccc12 (stereo unspecified)
32 | -3 | 10 | -4 | -1 | -0.7 | -1 | 17 | -0.4 | Cc1c(C(=O)O)oc2ccc(S(=O)(=O)N(CC(C)C)CC(C)C)cc12
10 | -2 | 2 | 6 | -3 | 1.2 | 12 | 3 | -0.4 | CCOC(=O)N1CCN(Cc2oc(CO)cc(=O)c2O)CC1
-10 | -1 | x | 2 | -4 | x | x | x | x | CC(C)N(C(=O)[C@H]1CC(CC(=O)NCCN2CCOCC2)C(=O)N2CCc3c([nH]c4ccccc34)[C@]12C)C(C)C (stereo partly specified)
-22 | 5 | 6 | -6 | -6 | 1.6 | 3 | -7 | -2.4 | O=C(NCc1cccnc1)c1ccc(-c2cc(Cl)ccc2Cl)o1
-1 | 5 | x | 1 | -5 | x | x | x | x | CC(=O)C[C@H](O)CC(=O)[C@@H]1OC(=O)CCCCC/C=C/Cc2ccccc21
-12 | 2 | 16 | x | -4 | -2.4 | -6 | 3 | -2.3 | C=CCn1cc(C(=O)OCC)c(=O)c2cc(F)c(F)cc21
-18 | 2 | 6 | 0 | -1 | -5.3 | -14 | -10 | -4.8 | O=c1[nH]c(CN2CCN(c3ccccc3O)CC2)nc2scc(-c3ccccc3Cl)c12
12 | 2 | 2 | 7 | x | -1.2 | -13 | -6 | -1.6 | CCOC(=O)C(CC)n1cnc2c(nnn2-c2ccc(F)cc2)c1=O (stereo unspecified)
13 | 2 | -11 | -2 | -1 | -1.6 | 2 | -12 | -1.8 | Clc1ccc(-c2onc3c2CCCC3)cc1
10 | -2 | -12 | -2 | -5 | -2.4 | 3 | -62 | -1.5 | COc1ccc2nc3cc(Cl)ccc3c(Nc3cc(C(C)C)c(O)cc3C)c2c1
x | 0 | 1 | x | x | -0.9 | -1 | 6 | -1.9 | Cc1cc2c(cc1C)-c1nnc(-c3ccc4ccccc4n3)n1C(C)(C)C2
1 | -9 | -3 | 0 | -2 | 0.3 | -4 | -3 | -1.1 | CCc1nnc(NC(=O)C(NS(=O)(=O)c2ccc3c(c2)OCCO3)C(C)C)s1 (stereo unspecified)
0 | 3 | -4 | 0 | -10 | -2.6 | 6 | 6 | -2.6 | O=C1OC(Cc2ccccn2)C(=O)C1=C1SCCS1 (stereo unspecified)
3 | 5 | x | 0 | -8 | x | x | x | x | O=C(c1cccc(S(=O)(=O)N2CCc3ccccc32)c1)N1CCc2ccccc2C1
11 | x | -15 | 4 | -7 | -3.1 | -8 | 5 | -6.5 | Cc1ccc(O)c(-c2cc(-c3ccccc3C)[nH]n2)c1
-9 | -3 | 9 | 3 | -1 | -1.3 | 2 | -3 | -0.5 | COCc1cc(C)nc(SCC(=O)NC2CCCCC2C)c1C#N (stereo unspecified)
-2 | 6 | 16 | 4 | -3 | -2.6 | -6 | -26 | -3.7 | Cc1cccc(NC(=S)NC2CC3C=CC2C3)c1 (stereo unspecified)
-1 | -2 | x | 0 | 0 | x | x | x | x | O=C(COC(=O)c1cc2ccccc2o1)NCc1ccco1
-1 | 3 | 12 | 7 | -4 | 1.4 | 19 | 2 | -0.5 | CCOc1ccc(NC(=O)CN(C)Cc2cc(=O)n3c(-c4ccccc4)csc3n2)cc1OCC
26 | 2 | 11 | 2 | -4 | -3.3 | -7 | 4 | -1.9 | COc1ccc(C2C(C(=O)Nc3ccc4c(c3)OCCO4)c3ccccc3C(=O)N2C)cc1 (stereo unspecified)
-1 | -3 | 12 | 3 | -5 | -1.7 | -11 | -7 | -2.2 | COc1ccc(-c2cc(C#N)nc(Oc3ccc(Cl)cc3)n2)cc1
-9 | 6 | 12 | -1 | -3 | -3.7 | 4 | -7 | -3.0 | CCOC(=O)c1sc(NC(=O)/C=C/c2cnn(CC)c2C)c(C(=O)OCC)c1C
10 | -3 | 8 | -5 | 1 | -1.0 | -12 | 6 | -2.2 | Cc1ccc(OCCC(=O)OCC(=O)Nc2cc(C)nn2-c2ccccc2)cc1
-3 | 2 | -7 | -7 | -1 | -0.6 | 6 | -3 | -3.5 | CCN(Cc1ccncc1)C(=O)CSc1ccc2ccccc2c1
-7 | -1 | -9 | -1 | 1 | -0.2 | -2 | 6 | -0.3 | CCN(CC)c1ccc(C(=O)OCC(=O)NC2CCCCC2C)cc1 (stereo unspecified)
10 | 2 | 4 | 6 | 5 | -1.7 | 13 | 4 | -3.0 | CNC(=O)CC(C(=O)O)c1ccc(OCC(C)C)cc1 (stereo unspecified)

Rows are unselected; any-hit rate near 3.2%.
